# OX1R antag: OX1R (human) antagonism. OX1R-expressing cells, FRET antagonist read-out. inhibition, % at 6.6 µM. 330,000 tested, 1.8% active; in the data active = inhibition mostly above about 38%, no sharp cut-off; inactive = mostly below about 40%;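 also: 0% = agonist challenge alone and 100% = reference antagonist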
# Target sequence (O43613 whole entry, looked up): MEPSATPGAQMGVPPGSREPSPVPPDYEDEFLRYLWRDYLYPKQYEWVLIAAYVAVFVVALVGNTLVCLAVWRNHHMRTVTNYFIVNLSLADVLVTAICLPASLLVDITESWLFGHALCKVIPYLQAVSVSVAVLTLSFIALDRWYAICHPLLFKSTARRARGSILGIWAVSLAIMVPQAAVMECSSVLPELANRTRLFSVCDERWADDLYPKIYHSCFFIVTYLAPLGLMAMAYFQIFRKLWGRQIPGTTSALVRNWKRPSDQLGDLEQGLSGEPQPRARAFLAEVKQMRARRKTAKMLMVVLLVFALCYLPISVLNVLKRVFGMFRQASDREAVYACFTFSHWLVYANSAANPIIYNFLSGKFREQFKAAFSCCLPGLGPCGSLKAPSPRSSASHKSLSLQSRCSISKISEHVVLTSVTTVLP
# STK33 inh: human STK33 kinase inhibition | inhibition, % at 10 µM | purified STK33, MBP phosphorylation, ADP-Glo luminescence | Q9BYT3 | AID 2661 | 320,000 tested, 0.073% active;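 active = inhibition at or above 25%, using the most active replicate where run in duplicate; inactive = inhibition below 25%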
# Target sequence (Q9BYT3 whole entry, looked up): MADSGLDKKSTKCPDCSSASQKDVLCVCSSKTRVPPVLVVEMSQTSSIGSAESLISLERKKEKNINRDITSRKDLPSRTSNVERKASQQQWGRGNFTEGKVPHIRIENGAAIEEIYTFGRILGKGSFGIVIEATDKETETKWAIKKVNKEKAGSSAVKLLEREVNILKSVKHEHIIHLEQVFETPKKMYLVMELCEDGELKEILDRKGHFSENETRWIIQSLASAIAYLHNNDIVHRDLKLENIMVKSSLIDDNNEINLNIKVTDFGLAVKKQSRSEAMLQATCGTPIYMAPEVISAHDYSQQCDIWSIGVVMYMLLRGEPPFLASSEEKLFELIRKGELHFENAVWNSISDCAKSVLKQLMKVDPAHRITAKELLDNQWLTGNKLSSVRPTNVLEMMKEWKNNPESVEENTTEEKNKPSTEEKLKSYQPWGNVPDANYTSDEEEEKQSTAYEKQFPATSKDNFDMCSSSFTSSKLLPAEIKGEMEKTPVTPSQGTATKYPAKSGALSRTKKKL
# Starred values were filed as active, the others as inactive; nt = no result given. Only part of the results is shown (hit frequency here may not be typical).
SMILES,OX1R antag,STK33 inh
O=C(COc1ccc(Br)cc1)N1CCN(Cc2ccc3c(c2)OCO3)CC1,6,-0.4
Cc1cc(C=C2C(=O)NC(=O)NC2=O)c(C)n1-c1ccncc1,12,1.8
Cc1ccc(-n2c(O)c(C=NCCC3=CCCCC3)c(=O)[nH]c2=O)cc1,14,0.3
COC(=O)C1=C(c2cccc(OCc3ccccc3)c2)C[C@@H]2CC[C@H]1N2C(=O)NCCCc1ccccc1,9,-0.2
CCCNS(=O)(=O)c1ccc(OCC(=O)N2CCN(C)CC2)cc1,6,-1.8
CCC(C(=O)N1CCC2(CC1)OCCO2)n1c2ccccc2c2nc(=O)cc(C)n21 (stereo not drawn),6,-0.8
COc1ccc(NC(=O)c2cn(CCC#N)nc2-c2ccccc2)cc1,26,nt
Cc1ccc(OCC(=O)N2CCN(C)CC2)c(Br)c1,9,-1.4
CCCN1CCC(NC2CCC(O)CC2)CC1 (stereo not drawn),11,-2.0
Nc1c2c(nc3sc4c(c13)CCCC4)CCCCC2,20,-0.9
CC1CN(CCc2ccccc2)CC(C)O1 (stereo not drawn),0,-1.3
c1ccc(Cn2ccnc2)cc1,8,-0.7
COc1cc(C(O)CN)ccc1O (stereo not drawn),15,-0.1
CCCC(=O)Nc1ccc(N2CCN(CC)CC2)c(Cl)c1,20,-2.5
COc1cccc(C2(O)CCSCC2CN(C)C)c1 (stereo not drawn),-3,-1.9
N#CCCn1cc(C(=O)Nc2ccc([N+](=O)[O-])cc2)c(-c2ccccc2)n1,9,0.8
COc1ccccc1CCNCc1ccc(OC)c(OC)c1OC,0,-1.2
Cc1cccc(NC(=S)N2CC3CC(C2)c2cccc(=O)n2C3)c1C (stereo not drawn),14,-1.0
CN1CCc2cccc(Cl)c2CC1,11,-2.8
CCOC(=O)c1c(-c2ccc(OC)cc2)oc2ccc(OC(=O)N(C)C)cc12,31,-0.4
O=P(Nc1ccccc1)(Oc1ccccc1)Oc1ccccc1,27,1.7
COc1cccc(CN2CCCCC2c2cccnc2)c1 (stereo not drawn),-2,-0.2
O=C(O)c1nn(Cc2ccc(Cl)cc2Cl)c2ccccc12,15,-0.3
O=C(Nc1ccc2c(c1)OCO2)c1cn(Cc2ccc(F)cc2)nn1,9,-0.2
C=CCN(CC#CCOc1ccccc1OC)CC=C,12,-1.0
CC(=O)N1CCN(c2ccc([N+](=O)[O-])cc2C=C2C(=O)NC(=O)NC2=O)CC1,64*,-1.8
C=CCc1cc(OC)c2c(c1)OCO2,10,0.8
CCOc1ccc(C(=O)OC2CC3CCC(C2)N3C)cc1 (stereo not drawn),2,-0.2
O=c1[nH]c(=O)n(Cc2ccco2)c(O)c1C=NCc1ccc2c(c1)OCO2,13,-0.3
COC(=O)C1=C(c2cccc(C#N)c2)C[C@@H]2CC[C@H]1N2C(=O)NCCOc1ccccc1Cl,8,-1.4
CCCCCSc1cc(O)c(C(CNC)C(C)C)cc1OC (stereo not drawn),14,nt
COC(=O)C1=C(c2ccc(F)cc2OCc2ccccc2)C[C@@H]2CC[C@H]1N2C(=O)NCCc1ccc(F)cc1,5,-1.6
CC1=CC(=O)OC2CC3OC4C[C@@H](C)C5OC6CC7O[C@]8(C)C/C=C\C9OC%10CC%11OC(CC(C)C%12OCCO%12)CC(O)[C@]%11(C)OC%10CC9OC8C[C@]7(C)O[C@]6(C)CCC5OC4C[C@]3(C)OC12 (stereo partly drawn),5,0.8
COc1ccc(N2C(=O)NC(=O)/C(=C\c3ccccc3[N+](=O)[O-])C2=O)cc1,8,-2.8
Cc1nc2ccccc2c(=O)n1-c1ccc(Cl)cc1[N+](=O)[O-],22,-2.3
CN1C(=O)C(=Cc2cn(CC(=O)N3CCCCC3)c3ccccc23)C(=O)N(C)C1=O,7,1.1
CCc1ccc(-n2c(O)c(/C=N/N3CCCCC3c3cccnc3)c(=O)[nH]c2=O)cc1 (stereo not drawn),19,-1.8
Cc1ccccc1C(O)(Cc1ccccc1)C1CN2CCC1CC2 (stereo not drawn),17,2.9
COC(=O)C1=C(c2ccc(OC(F)(F)F)cc2)C[C@@H]2CC[C@H]1N2C(=O)NC1CCCCC1,1,0.4
CC(=NCCCN1CCOCC1)c1c(O)[nH]c(=O)[nH]c1=O,7,0.1
FC(F)(F)c1ccccc1NC1=NCCCS1,16,1.5
CC1CCN(C(=O)CCl)CC1,11,-1.1
C/C(=N\N1CCCCCC1)c1c(O)n(-c2ccc(C)cc2)c(=O)[nH]c1=O,4,-0.3
CC(=NCCN1CCCCC1)c1c(O)n(Cc2ccccc2)c(=O)[nH]c1=O,16,-1.7
O=C(COc1ccc2ccccc2c1)N1CCN(CC2CC3C=CC2C3)CC1 (stereo not drawn),16,0.4
Cc1ccc(C(=O)NC(O)C(Cl)(Cl)Cl)cc1 (stereo not drawn),10,-0.4
Cc1cccc(NC(=O)N2CCCC2)c1,16,-1.9
CN1C(=O)C(=Cc2ccccc2Oc2ccc(Cl)cc2)C(=O)N(C)C1=O,1,-1.6
CCCCC(=O)N/N=C/c1c(O)n(CC)c(=S)[nH]c1=O,7,-1.3
CCCCCn1c(=O)c(C(=O)Nc2ccccc2)c(O)c2ccccc21,4,-2.6
COc1ccccc1-n1c(O)c(C=NCCCn2ccnc2)c(=O)[nH]c1=O,22,-1.6
CN(C)CC#CCOCCOCCC#N,11,-1.2
COc1c(C)cc(C(=O)C2CCCN(Cc3cccc(C)n3)C2)cc1C (stereo not drawn),20,-0.9
O=C1CSC2N1CCNC21CCCCC1 (stereo not drawn),5,-3.4
COc1ccccc1-n1c(O)c(/C=N/N2CCCCC2)c(=O)n(-c2ccccc2OC)c1=S,3,1.8
CCCCn1c(O)c(C(C)=Nc2cccc(C(=O)O)c2)c(=O)[nH]c1=O,12,0.3
COC(=O)C1=C(c2c(C)noc2C)C[C@@H]2CC[C@H]1N2C(=O)NCCCOC(C)C,-2,-3.8
Cc1cc(OCC(=O)NC2CCS(=O)(=O)C2)c2c3c(c(=O)oc2c1)CCC3 (stereo not drawn),-4,0.0
COC(=O)C1=C(c2cccc(C#N)c2)C[C@@H]2CC[C@H]1N2C(=O)NCCO,1,-0.8
CN(C)c1ccc(NC(=O)CN2C(=O)CN=C(c3ccccc3)c3cc(Cl)ccc32)cc1,8,-1.2

# Next results follow:
SMILES,OX1R antag,STK33 inh
Cc1noc(C)c1CSCC(=O)Nc1ccc(C#N)c(Cl)c1,7,-0.6
CC(=O)Nc1ccc(CC(=O)N2CCN(Cc3ccccc3)CC2)cc1,12,-1.5
Cc1ccc(N2C(=O)NC(=O)/C(=C\c3ccoc3)C2=O)cc1,17,1.1
C=C1N2CCC(CC2)C1(O)c1ccc(C)c(C)c1 (stereo not drawn),5,-2.7
O=C1C2CCCN2C(c2cccnc2)N1c1ccc(Cl)cc1 (stereo not drawn),26,0.1
COc1ccccc1N1CCN(Cc2ccc(Br)s2)CC1,6,0.6
Cc1oc(-c2ccccc2)nc1CN1C(=O)CN=C(c2ccccc2)c2ccccc21,39,-0.5
COc1ccc(OC)c(CN2CCN(C(=O)COc3cccc(C)c3)CC2)c1,13,1.6
O=C(CCCC1=NS(=O)(=O)c2ccccc2N1)N1CCC2(CC1)OCCO2,16,1.0
COC(=O)C1=C(c2cccc(OCc3ccccc3)c2)C[C@@H]2CC[C@H]1N2C(=O)NCc1cccc(OC)c1,17,-0.9
CCCCn1c(=O)c(C(=O)Nc2ccccc2C)c(O)c2ccccc21,14,0.8
O=C(O)c1ccc(NC(=O)N2C[C@H]3C[C@@H](C2)c2cccc(=O)n2C3)cc1,4,0.5
CN[C@@H]1C[C@@H](c2ccc(Cl)c(Cl)c2)c2ccccc21,-2,1.6
Fc1cccc(CCNCc2ccccn2)c1,28,-2.7
CC(=O)c1ccc(OCC(=O)N2CCCC(N3CCN(c4ccccc4C)CC3)C2)cc1 (stereo not drawn),27,-0.9
CN(C)CC1CCCCC1=O (stereo not drawn),11,-0.2
COc1cccc(OC)c1C(=O)Nc1nc(N)n(-c2ccccc2)n1,29,0.8
Cc1ccc2occ(CN3CC4CC(C3)c3cccc(=O)n3C4)c(=O)c2c1 (stereo not drawn),25,0.7
COC(=O)C1=C(c2cccc(OC)c2OC)C[C@@H]2CC[C@H]1N2C(=O)N1CCC(C)CC1,32,-0.8
COc1ccccc1-n1c(O)c(/C=N/NC(=S)Nc2ccccc2)c(=O)[nH]c1=S,10,-2.0

# Some of these compounds in order of length of the SMILES, highest first.
SMILES,OX1R antag,STK33 inh
COC(=O)C1=C(c2cccc(OCc3ccccc3)c2)C[C@@H]2CC[C@H]1N2C(=O)NCc1cccc(OC)c1,17,-0.9
COC(=O)C1=C(c2cccc(OC)c2OC)C[C@@H]2CC[C@H]1N2C(=O)N1CCC(C)CC1,32,-0.8
O=C(O)c1ccc(NC(=O)N2C[C@H]3C[C@@H](C2)c2cccc(=O)n2C3)cc1,4,0.5
COc1ccccc1-n1c(O)c(/C=N/NC(=S)Nc2ccccc2)c(=O)[nH]c1=S,10,-2.0
CC(=O)c1ccc(OCC(=O)N2CCCC(N3CCN(c4ccccc4C)CC3)C2)cc1 (stereo not drawn),27,-0.9
Cc1oc(-c2ccccc2)nc1CN1C(=O)CN=C(c2ccccc2)c2ccccc21,39,-0.5
Cc1ccc2occ(CN3CC4CC(C3)c3cccc(=O)n3C4)c(=O)c2c1 (stereo not drawn),25,0.7
COc1ccc(OC)c(CN2CCN(C(=O)COc3cccc(C)c3)CC2)c1,13,1.6
CN[C@@H]1C[C@@H](c2ccc(Cl)c(Cl)c2)c2ccccc21,-2,1.6
CC(=O)Nc1ccc(CC(=O)N2CCN(Cc3ccccc3)CC2)cc1,12,-1.5
COc1cccc(OC)c1C(=O)Nc1nc(N)n(-c2ccccc2)n1,29,0.8
Cc1noc(C)c1CSCC(=O)Nc1ccc(C#N)c(Cl)c1,7,-0.6
O=C1C2CCCN2C(c2cccnc2)N1c1ccc(Cl)cc1 (stereo not drawn),26,0.1
C=C1N2CCC(CC2)C1(O)c1ccc(C)c(C)c1 (stereo not drawn),5,-2.7
COc1ccccc1N1CCN(Cc2ccc(Br)s2)CC1,6,0.6
Fc1cccc(CCNCc2ccccn2)c1,28,-2.7
CN(C)CC1CCCCC1=O (stereo not drawn),11,-0.2

# Later entries:
SMILES,OX1R antag,STK33 inh
COc1ccc2ccc(O)c(CN3CC=C(c4ccccc4)CC3)c2c1,15,0.7
CC(C)OP(=O)(Oc1ccc(C(O)C(Cl)(Cl)Cl)cc1)OC(C)C (stereo not drawn),59*,-3.0
CC(=O)O[C@]1(C)C(=O)OC/C2=C/CN(C)CCC(OC(=O)[C@@](O)(C(C)O)C[C@H]1C)C2=O (stereo partly drawn),0,-1.4
Cc1[nH]n(-c2ccccc2)c(=O)c1C(c1ccc([N+](=O)[O-])cc1)c1c(C)[nH]n(-c2ccccc2)c1=O,19,1.9
COC(=O)C1=C(N)Oc2cc(C)oc(=O)c2C12C(=O)Nc1ccccc12 (stereo not drawn),4,-0.6
C(CCc1nn[nH]n1)CCc1nn[nH]n1,1,-0.8
COC(=O)C1=C(c2ccccc2OCc2ccccc2)C[C@@H]2CC[C@H]1N2C(=O)NCc1ccc(OC)c(OC)c1,17,-0.1
O=Cc1cn(Cc2c(F)cccc2Cl)c2ccccc12,24,-0.2
COc1ccc(-n2c(O)c(C=NCCN3CCN(C(C)=O)CC3)c(=O)[nH]c2=S)cc1,-4,-0.3
C[n+]1ccc(-c2ccncc2)cc1,25,-1.1
COc1ccc(C2=NCC(=S)Nc3ccc(Cl)cc32)cc1Cl,14,-2.3
COP(=S)(OC)c1c(C)nn(CCC#N)c1NC(=O)c1ccc(Cl)cc1,-2,-0.9
CCCN1C2CCCC1CC(NC(C)=O)C2 (stereo not drawn),16,0.0
O=C(N/N=C/c1c(O)n(Cc2ccc(F)cc2)c(=S)[nH]c1=O)c1ccncc1,18,4.6
C=CCOc1ccc(CC2C(=O)N(C)C(=O)N(C)C2=O)cc1,17,0.5
CCN(CC)CCCN=Cc1c(O)n(Cc2ccc(F)cc2)c(=O)[nH]c1=O,26,-3.0
CCC1=CCN(CCc2c(C)[nH]c3ccccc23)CC1,18,-0.1
Cc1nc2cc(-c3ccccc3)nn2c(C)c1CCC(=O)N1CCC2(CC1)OCCO2,6,0.3
CC(=O)N1CN2CN(C1)CN(C(C)=O)C2,27,-2.8
C[C@]12CCC3C(CC[C@H]4C[C@@H](O)CC[C@]34C)C1C[C@@H](Br)[C@@H]2O (stereo partly drawn),4,0.6
OC[C@H]1O[C@@H](n2cnc3cc(Cl)c(Cl)cc32)[C@H](O)[C@@H]1O,20,5.0
COc1ccc(/C=C2/C(=O)NC(=O)N(C3CCCCC3)C2=O)cc1CSc1ccccn1,23,1.6
COc1cccc(N2C(=O)CC(=O)NC2=O)c1,8,-1.2
C=C1C(=O)O[C@@H]2C[C@@H](C)[C@H]3C=CC(=O)[C@]3(O)C[C@@H]12,8,-0.7
COc1ccc(C(=O)CC2(CC(=O)c3ccc(OC)cc3)C(=O)N(C)C(=O)N(C)C2=O)cc1,26,-1.0
CCOC(=O)C1=C(C)N(C)C2(C)CC1c1ccccc1O2 (stereo not drawn),26,0.0
C=C(C)c1cccc(C(C)(C)NC(=O)NC2CN3CCC2CC3)c1 (stereo not drawn),13,-1.5
COc1cccc2c1O[C@H]1C(=O)CC[C@H]3CN(C)CCC231 (stereo partly drawn),11,-0.9
N[C@@H](Cc1cc(Br)c(O)c(Br)c1)C(=O)O,6,-0.4
Nc1nonc1OCCCCOc1nonc1N,3,nt
O=C(C1CCN(S(=O)(=O)N2CCOCC2)CC1)N1CCC2(CC1)OCCO2,10,0.0
COc1cc(CN2CCNCC2)cc(OC)c1OC,10,-0.6
Cn1ncnc2c(=O)n(C)c(=O)nc1-2,103*,-1.9
CC(C)(C)n1cc(C(=O)c2ccc3ccccc3c2O)cn1,12,0.5
CC1(C)C(c2ccccc2)=NC(c2cccnc2)=[N+]1[O-],14,1.0
COc1ccc(/C=C2/C(=O)NC(=S)N(C3CC3)C2=O)cc1CN1C(=O)c2ccccc2C1=O,14,0.0
CNS(=O)(=O)c1ccc(N=Cc2c(O)n(-c3ccc(C)cc3)c(=O)[nH]c2=O)cc1,17,-2.1
NNc1n[nH]c(=S)n1N,61*,-3.3

# Screening data (PubChem BioAssay)
